Bioassay records as filed in PubChem BioAssay.
AddAB inh: growth inhibition of E. coli expressing H. pylori AddAB, primary screen, AddAB inhibitor project, absorbance | inhibition, % at 11.9 µM | 330,000 tested, 0.29% active; in the data active = inhibition above about 12%;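 note: 0% = vehicle wells of infected cells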
E coli growth: E. coli V3065 growth inhibition, primary screen, counter-screen for AddAB inhibitor project, absorbance, OD600; 330,000 tested, 0.27% active; inhibition, % at 11.9 µM; AID 449728, 2010; 18 h;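 active = inhibition above the campaign's mean inhibition across all tested compounds plus 3 SD, cut at about 9.9% in these data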;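 note: uninfected addAB+ strain grown without phage in ampicillin broth; 0% = DMSO wells and 100% = ciprofloxacin 0.95 µg/ml wells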
OPRM1-OPRD1 ag: agonists of OPRM1-OPRD1 heterodimerization, primary screen, cell-based, luminescence | Mu-type opioid receptor (Homo sapiens) + Delta-type opioid receptor (Homo sapiens), … | cells | activation, % at 9.3 µM | 340,000 tested, 0.3% active; in the data active = activation above about 18%;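 note: 0% = vehicle-treated cells and 100% = reference agonist; values of inactives mirror those of a sister screen read the other way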
Target sequence (P35372 whole entry, looked up): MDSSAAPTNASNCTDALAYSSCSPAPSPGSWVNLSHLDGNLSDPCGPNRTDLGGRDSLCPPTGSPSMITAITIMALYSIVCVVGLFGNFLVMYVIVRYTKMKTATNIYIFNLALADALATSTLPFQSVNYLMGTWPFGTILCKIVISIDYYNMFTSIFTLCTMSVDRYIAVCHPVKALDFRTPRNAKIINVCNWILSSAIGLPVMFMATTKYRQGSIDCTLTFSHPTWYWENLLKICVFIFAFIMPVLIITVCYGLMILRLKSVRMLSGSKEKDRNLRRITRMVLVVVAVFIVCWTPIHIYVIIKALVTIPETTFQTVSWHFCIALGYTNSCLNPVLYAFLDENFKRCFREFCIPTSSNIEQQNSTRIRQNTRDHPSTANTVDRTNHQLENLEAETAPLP
Target sequence (P41143 whole entry, looked up): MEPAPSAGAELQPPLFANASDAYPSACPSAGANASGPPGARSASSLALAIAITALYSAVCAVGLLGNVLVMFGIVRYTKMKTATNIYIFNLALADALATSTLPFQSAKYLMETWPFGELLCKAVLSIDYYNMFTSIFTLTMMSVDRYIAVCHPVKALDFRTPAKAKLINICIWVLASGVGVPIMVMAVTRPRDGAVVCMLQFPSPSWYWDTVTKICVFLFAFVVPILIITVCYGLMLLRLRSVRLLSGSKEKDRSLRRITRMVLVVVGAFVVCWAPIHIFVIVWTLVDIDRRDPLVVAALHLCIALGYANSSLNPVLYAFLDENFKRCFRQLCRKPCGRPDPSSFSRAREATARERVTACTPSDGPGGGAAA
Tat export inh: E. coli Tat export inhibitors, primary screen, MC4100, TorA-mCherry reporter, fluorescence, single point; inhibition, % at 10 µM; 340,000 tested, 0.036% active; AID 488895, 2010;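 active = mean replicate inhibition at least 50% and at least half of replicates individually reaching 50%; inconclusive = only one of the two criteria met; inactive = neither criterion met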;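 note: exported cargo escapes ClpAP degradation while cytoplasmic cargo is degraded and loses fluorescence; 0% = median of neutral control wells and 100% = median of NaSCN control wells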
Arr AP2 block: inhibitors of beta-arrestin/AP2 binding, primary screen, biochemical, GPCR trafficking, flow cytometry; 340,000 tested, 0.31% active; beta-arrestin 1 C-terminal peptide binding to AP2 beta2-adaptin appendage (human); FITC-arrestin peptide / GST-AP2 beads; AP2 beta2 appendage carries R879A mutation; inhibition, % at 10 µM;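 active = inhibition above a set limit, near 3 SD of compounds lacking own fluorescence, cut at about 54% in these data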;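 note: plate controls were DMSO wells for no effect and 5 µM unlabelled arrestin peptide for full effect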
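System: GST-AP2 R879A glutathione beads; medium: PBS, Tween 20 0.05%, BSA 0.1%; reagent: fluorescein-tagged arrestin peptide at 50 nM final; schedule: pre-incubation 12 min, peptide binding 1 h, room temperature; detection: flow cytometry, FL1 (488/535 nm); read-out: inhibition as reduced fluorescein signal on beads, percent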
phage Ecoli inh: growth loss of phage-infected E. coli, primary screen, RecBCD inhibitor project, absorbance, with phage, HTS; inhibition, % at 11.9 µM; 360,000 tested, 0.26% active; in the data active = inhibition above about 11%
PfHsp90 yeast 2: growth inhibition of PfHsp90-expressing yeast, primary screen, antimalarial PfHsp90 inhibitor project, S. cerevisiae, BacTiter-Glo luminescence, single point, set 2 | AID 504621, 2011 | inhibition, % at 9.4 µM | BacTiter-Glo ATP, 48 h; yeast lacking PDR1 and PDR3 efflux regulators | 310,000 tested, 0.32% active;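 active = every replicate shows inhibition above about 80%, whatever the replicate mean, limit read from the data; inconclusive = mean inhibition reaches the set limit but some replicate falls short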;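 note: 0% = DMSO neutral controls and 100% = 20 µM radicicol positive controls; yeast relying on Plasmodium falciparum Hsp90 in place of its own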
Pemphigus Ab inh: inhibitors of pemphigus antibody binding to DSG3, primary screen, biochemical, bead-based, flow cytometry, scFv-GFP | Desmoglein-3 (Homo sapiens), P32926 | DSG3-coupled beads, scFv-anti-DSG3-GFP binding; stronger effect = lower value | binding (percent of control), % at 10 µM | 310,000 tested, 0.48% active | AID 588358, 2011;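 active = binding more than 3 SD below its plate's average and above zero; inconclusive = below that plate limit but binding exactly zero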;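 note: hits lower antibody fragment binding to DSG3; some compounds called inactive have numbers as strong as hits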
MOR-DOR inv ag: inverse agonists of MOR-DOR heterodimerization, primary screen, cell-based, luminescence; Mu-type opioid receptor (Homo sapiens) + Delta-type opioid receptor (Homo sapiens), …; cell-based MOR-DOR heterodimer luminescence, inverse agonism; inhibition, % at 9.3 µM; 340,000 tested, 0.21% active; AID 504357, 2011; in the data active = inhibition above about 22%, passing the limit was not always enough;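 note: 0% = cells with DMSO and 100% = wells without cells with DMSO; values of inactives mirror those of a sister screen read the other way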
SUMO Mot1 rescue: yeast Mot1-301 growth rescue at high temperature, primary screen, SUMOylation pathway inhibitor project, S. cerevisiae, ATP luminescence, 38.5C | growth rescue, % at 18.8 µM | AID 2716, 2010 | 320,000 tested, 1% active | S. cerevisiae Mot1-301 growth rescue; percent above DMSO median, 100 means doubled;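 active = every valid replicate shows activation above 250% relative to neutral control wells; inactive = the rest, any valid replicate at or below 250%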;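 note: OY570 slx delta 5 strain wells were the positive control but not used for scaling; some compounds called inactive have numbers as strong as hits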
PKA-R1A activ: activators of PKA-R1A holoenzyme, primary screen, biochemical, fluorescence polarization, Cy5-IP20, bovine R1A, mouse PKAc. cAMP-dependent protein kinase type I-alpha regulatory subunit (Bos taurus) + …. PKA-R1A dissociation; scaled: DMSO 0%, 113 µM cGMP 100%. activation, % at 11.4 µM. 340,000 tested, 0.083% active. AID 504707, 2011;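 active = percent activation above the mean of all tested compounds plus 3 SD, cut at about 19% in these data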;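 note: higher means more PKAc released from R1A so a rise in polarization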
The depositor's hits bear a star; ? = inconclusive; · = no result given.

SMILES	AddAB inh	E coli growth	OPRM1-OPRD1 ag	Tat export inh	Arr AP2 block	phage Ecoli inh	PfHsp90 yeast 2	Pemphigus Ab inh	MOR-DOR inv ag	SUMO Mot1 rescue	PKA-R1A activ
COc1ccc(NC(=O)CSCC(=O)N(C)CCOc2ccc(Cl)cc2)cc1	0.0	0.2	-1.9	5	-9	2.3	·	·	10	0	5
CCC(=O)Nc1cccc(C(=O)/C=C/c2cccs2)c1	5.7	-1.9	·	10	9	-2.5	-7	108	·	-5	-6
Cc1ccc(OCCC(=O)NNC(=O)c2nn(C)c(=O)c3ccccc23)cc1	2.1	1.4	-3.1	-5	11	2.9	9	108	12	19	-3
COC(=O)c1ccccc1S(=O)(=O)N1Cc2cc([N+](=O)[O-])ccc2Oc2ccccc21	-1.4	0.2	-1.3	-4	7	2.6	-22	92	7	14	0
COc1ccc(N(C(=O)Cn2nnc(-c3ccc(Cl)cc3)n2)C(C(=O)NCC2CCCO2)c2ccncc2)cc1 (stereo unspecified)	1.0	2.0	-1.9	-3	-10	2.9	-8	99	11	9	0
COC(=O)[C@@]12CCCCN1[C@H](c1ccc(-c3cccc(Cl)c3)cc1)[C@@H]1C(=O)N(C)C(=O)[C@@H]12	-0.6	-1.4	-0.6	-4	-5	2.9	-2	92	4	11	-2
CCOC(=O)Cc1c(C)nc2c(-c3ccc(Cl)cc3)c[nH]n2c1=O	-8.0	-5.0	-1.8	-3	2	-4.2	-26	101	11	-16	7
CC(C)CC(=O)N1CCN(S(=O)(=O)c2ccccc2)CC1	3.3	-0.2	-2.7	2	0	0.1	·	100	14	-8	6
O=C(CC1C(=O)NCCN1CC1CCCCC1)NCc1ccc(Cl)cc1 (stereo unspecified)	0.7	-0.7	-2.9	-5	8	2.5	-6	96	15	-8	2
Cn1c(CCc2ccccc2)nnc1SCC(=O)N1CCCC1	3.5	3.0	-2.6	-4	7	1.9	-20	100	11	3	7
CSc1nc(N)c(C#N)c(-c2ccccc2Cl)c1C#N	3.2	0.4	-0.9	-3	25	1.3	-9	104	5	·	-11
Cc1occc1C(=O)NNC(=S)NCc1ccc(Cl)cc1	4.1	0.9	-1.3	-1	-3	2.5	-14	104	7	1	6
Cc1nnc(NC(=O)CCC(=O)N2CCC(C)CC2)s1	-0.6	-0.4	-1.6	3	6	-0.2	31	99	9	-16	-4
N#C/C(=C/c1ccc(OCc2ccc(C(=O)O)cc2)c(Br)c1)c1cccc(F)c1	3.5	0.1	-0.9	0	5	3.8	-20	101	5	-16	-7
CN1CCN(C(=O)CN(C)S(=O)(=O)c2ccc(F)cc2)CC1	3.0	1.1	-2.1	8	-3	-1.6	-11	105	11	66	1
COc1cc(SC)ccc1C(=O)OCC(=O)N1CCCC1	-1.4	-0.9	-3.3	-10	-3	1.5	-26	114	17	-4	8
Cc1ccc(NC(=O)Cc2nnc(SCC(=O)Nc3ccccc3)n2C)cc1	3.6	-2.5	-0.2	-2	-7	4.3	·	107	1	-1	-12
COc1ccc(-c2ncncc2-c2ccc(Cl)cc2)c(O)c1	0.5	-0.2	-1.3	3	-10	0.1	14	102	7	-26	2
COc1ccc(/C=C2\Sc3ccc(C(=O)NCCN4CCCCCC4)cc3N(C)C2=O)cc1	0.0	-3.5	7.3	13	-1	4.1	2	111	-39	-1	0
COc1cccc(-c2cc(C(=O)N3CCN(C(=O)c4ccco4)CC3)on2)c1	4.9	1.0	-1.1	-5	0	-0.8	-36	98	5	-20	-1
COc1ccc(Cl)cc1C(=O)NNC(=O)c1nc2nc(C)cc(C)n2n1	-4.4	-2.7	-3.9	-7	3	-3.6	7	100	21	-6	-6
O=C1CN(C(=O)c2ccc(Br)o2)C(c2ccccc2)c2cc(F)ccc2N1 (stereo unspecified)	-2.7	3.4	-0.5	5	-3	2.7	2	82	3	141	0
COc1ccc(NC(=O)Nc2ccc(N(C)C)cc2)cc1	3.2	1.0	2.2	-7	21	4.2	24	102	-11	-12	1
CCOc1ccccc1CN1CCCC(C(=O)c2ccc(OC)c(OC)c2)C1 (stereo unspecified)	0.2	-0.3	0.6	4	54*	0.5	-2	92	-3	45	-9
O=C(O)C1CCC(=O)N1C1CCCC1 (stereo unspecified)	3.0	3.1	-1.0	-12	2	2.1	-10	·	4	-22	-8
Other records follow.
SMILES	AddAB inh	E coli growth	OPRM1-OPRD1 ag	Tat export inh	Arr AP2 block	phage Ecoli inh	PfHsp90 yeast 2	Pemphigus Ab inh	MOR-DOR inv ag	SUMO Mot1 rescue	PKA-R1A activ
Cc1ccc(NC(=O)COc2coc(CN3CCN(Cc4ccccc4)CC3)cc2=O)cc1	-0.3	0.2	6.1	6	7	4.9	-3	105	-40	·	-2
CCCOP(=O)(c1ccc(N(C)C)cc1)C(O)c1cccnc1 (stereo unspecified)	2.1	1.6	-1.2	-3	5	2.1	-5	101	7	-7	0
Cc1onc(-c2c(F)cccc2Cl)c1C(=O)N1CCN(c2ncc(Br)cn2)CC1	1.6	-2.8	-2.2	-13	20	1.0	10	113	11	3	-9
Cc1ccc(CNC(=O)CCC(=O)Nc2nnc(C(C)C)s2)cc1	4.0	-0.5	0.1	-1	-10	-4.9	9	103	-1	12	-4
O=C(Cc1ccc(Br)cc1)Nc1cccc(S(=O)(=O)N2CCOCC2)c1	1.8	-1.9	1.7	-10	27	0.9	-7	·	-7	14	-13
CCOc1ccc(S(=O)(=O)Nc2cc(S(=O)(=O)N3CCOCC3)ccc2OC)cc1	-1.7	-0.9	-0.9	-2	-7	5.5	·	85	4	-9	-13
CCOC(=O)C1=C(CSCc2ccccc2)NC(=O)NC1c1cc(C)ccc1C (stereo unspecified)	-0.8	-0.4	3.6	15	-6	3.2	-7	104	-19	-20	1
O=C(N/N=C1/CC2C=CCC12)c1cccs1 (stereo unspecified)	·	·	-4.0	-9	5	3.2	-4	105	21	·	-7
COc1cc(OC)cc(OC(=O)C2CCN(C(=O)c3ccc(Cl)cc3)CC2)c1	-0.4	-2.8	0.6	3	2	1.0	17	·	-3	49	-6
[N-]=[N+]=N[C@@H](CCN1CC[C@H](O)CCC1=O)c1ccccc1	3.6	1.5	-0.9	6	-6	0.2	4	102	5	5	-5
Cc1ccc(NC(=S)N=Nc2c(O)n(C)c3ccc(S(=O)(=O)N4CCOCC4)cc23)cc1C	-2.2	-1.1	2.1	-6	22	-1.7	-8	94	-11	-25	7
CCN=C1SC(CC(=O)Nc2sc3c(c2C#N)CCCC3)C(=O)N1CC (stereo unspecified)	1.2	2.8	4.9	3	-2	-2.6	30	94	-26	6	-10
Cc1ccccc1C(=O)N1CCC(C(=O)Nc2ccc(S(=O)(=O)N3CCCCC3)cc2)CC1	1.3	-0.8	-1.7	7	28	3.5	6	95	9	1	6
NC(=O)CSc1nnc(-c2ccc(S(=O)(=O)N3CCOCC3)cc2)n1CC1CCCO1 (stereo unspecified)	0.0	-2.8	-1.1	8	0	2.2	·	118	6	81	10
Cc1ccccc1NC1=C(Cl)C(=O)OC1OC(=O)c1ccco1 (stereo unspecified)	0.9	-0.9	-1.2	1	5	0.5	1	97	7	10	-10
COCCOC(=O)C1=C(C)Nc2ncnn2C1c1ccc(F)cc1 (stereo unspecified)	1.4	-0.8	-2.8	-3	33	2.0	6	·	15	1	2
CC1SC(c2ccccc2Cl)NC1=O (stereo unspecified)	-0.2	2.0	-1.9	2	1	3.6	-2	89	11	-3	7
CCOc1ccc(-n2c(SCC(N)=O)nnc2-c2ccco2)cc1	·	·	-3.8	0	-6	4.0	6	118	19	-19	2
COC(=O)CC(NC(=S)NC(=O)c1ccccc1)c1ccc(Br)cc1 (stereo unspecified)	-0.7	0.5	2.4	13	-2	-2.5	-16	101	-12	-3	-2
Clc1ccccc1CSc1nncn1NC/C=C/c1ccccc1	3.5	0.1	0.1	4	20	3.3	-7	102	0	8	-7
CN(Cc1ccccc1)C(=O)c1ccc(NC(=O)Cc2cccc(NC(=O)C3CCN(C(=O)C4CCCC4)CC3)c2)cc1	0.3	-2.0	-2.6	4	-10	1.8	-14	102	15	-16	-5
O=C(Nc1ccccc1Cl)N(Cc1nc2ccccc2c(=O)[nH]1)Cc1cccs1	3.0	0.0	-1.8	6	10	3.7	7	91	11	-3	-4
CN(Cc1ccccc1Cl)C(=O)c1cc2ccccc2o1	3.1	0.8	2.3	2	11	2.8	-5	140	-18	1	5
Cc1nnc(NC(=O)c2csc3c2CCC(C)C3)s1 (stereo unspecified)	1.1	2.2	-0.9	-2	-2	1.6	25	96	5	56	-1
CCOc1ccc(NC(=O)CN(C)C(=O)c2cc(C)oc2C)cc1OCC	-0.3	0.2	-2.3	18	-3	1.5	5	96	12	-7	6
Remaining list, next part.
SMILES	AddAB inh	E coli growth	OPRM1-OPRD1 ag	Tat export inh	Arr AP2 block	phage Ecoli inh	PfHsp90 yeast 2	Pemphigus Ab inh	MOR-DOR inv ag	SUMO Mot1 rescue	PKA-R1A activ
NC(=O)NC(=O)CC1S/C(=N/N=C/c2ccccc2)NC1=O (stereo unspecified)	4.1	-1.8	2.7	11	10	-2.4	·	121	-13	-8	-2
COc1ccc(OC)c(NC(=O)CSc2ncccn2)c1	0.2	2.6	-3.3	-3	13	0.9	·	96	17	-16	-8
O=C(Nc1sc2c(c1C(=O)NCC1CCCO1)CCCC2)c1cccs1 (stereo unspecified)	1.8	-2.5	3.2	-6	-6	1.3	-5	101	-19	-11	-10
CCN(CC)CCN1C(=O)C(=O)/C(=C(/O)c2ccncc2)C1c1ccccc1 (stereo unspecified)	3.3	1.3	-3.0	2	0	1.2	-8	105	13	-7	-2
Cc1ccc2oc3c(c(=O)c2c1)C(c1cccs1)N(CCCN(C)C)C3=O (stereo unspecified)	-0.8	-0.8	-0.3	?	-5	·	17	110	2	-24	-8
COc1ccc(NC(=O)N(CCC(C)C)C(C)c2ccccn2)c(OC)c1 (stereo unspecified)	3.0	1.0	-0.8	2	-9	3.4	-19	109	5	-19	-4

Rows are unselected. Share with any hit: about 2.8%.
